Screening data as filed in PubChem BioAssay.
AP ELISA ortho – alternative complement pathway inhibitors, primary screen, biochemical, ELISA, human serum, orthogonally pooled compounds; LPS-coated ELISA, C3 deposition; tested in compound mixtures; AID 1235, 2008; 62,000 tested, 0.08% active; inhibition, % at 5 µM;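 active = inhibition above 30% in each of the two pooled mixtures holding the compound, so the lower value exceeds 30%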;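 note: 0% = serum in Mg-EGTA without compound and 100% = EDTA serum blank; some compounds past the cut are filed as inactive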
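Test system: human serum alternative complement pathway, C3 deposition on LPS-coated wells; also added: Plate-bound LPS; doses: 5 µM per compound in ten-compound mixtures; schedule: 1 h at 37 °C; detection: Anti-C3 ELISA, OD 450 nm; evaluation: percent inhibition of C3 deposition onto LPS; repeats: two pool placements per compound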
JNK3 inh – JNK3 kinase activity inhibitors, primary screen, biochemical, human, purified enzyme; Mitogen-activated protein kinase 10 (Homo sapiens), P53779; HTS; inhibition, % at 8 µM; 60,000 tested, 0.61% active; in the data active = inhibition above about 17%;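 note: 0% = DMSO and 100% = reference inhibitor; many of its hits are not listed in these tables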
CatS block – inhibitors of human cathepsin S, biochemical, compound mixtures; P25774; recombinant cathepsin S, AMC dipeptide fluorescence, pooled mixtures; inhibition, %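 (tested at 5 µM per compound within 10-compound mixtures)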; 62,000 tested, 0.06% active; in the data active = inhibition above about 32%, passing the limit was not always enough;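 note: 0% = enzyme without compound and 100% = blank without enzyme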
CatB mixtures – cathepsin B inhibitors from pooled compounds, primary screen, biochemical, compound mixtures, AMC fluorescence. Purified cathepsin B, AMC dipeptide fluorescence. inhibition, %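 (ten-compound pools at 5 µM per compound and 50 µM total)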. 62,000 tested, 0.06% active. AID 488, 2006; in the data active = inhibition above about 22%, passing the limit was not always enough;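 note: 0% = enzyme without compound and 100% = no enzyme blank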
Ec RNAP inh – E. coli RNAP inhibitors, biochemical. inhibition, %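 (tested at 10 µM)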. AID 559, 2006. DNA-directed RNA polymerase subunit beta (Escherichia coli (strain K12)), P0A8V2. 62,000 tested, 0.2% active. E. coli RNA polymerase, fluorescence transcription assay; in the data active = inhibition above about 20%;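 note: 0% = enzyme without compound and 100% = no enzyme blank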
Target sequence (P0A8V2 whole entry, looked up): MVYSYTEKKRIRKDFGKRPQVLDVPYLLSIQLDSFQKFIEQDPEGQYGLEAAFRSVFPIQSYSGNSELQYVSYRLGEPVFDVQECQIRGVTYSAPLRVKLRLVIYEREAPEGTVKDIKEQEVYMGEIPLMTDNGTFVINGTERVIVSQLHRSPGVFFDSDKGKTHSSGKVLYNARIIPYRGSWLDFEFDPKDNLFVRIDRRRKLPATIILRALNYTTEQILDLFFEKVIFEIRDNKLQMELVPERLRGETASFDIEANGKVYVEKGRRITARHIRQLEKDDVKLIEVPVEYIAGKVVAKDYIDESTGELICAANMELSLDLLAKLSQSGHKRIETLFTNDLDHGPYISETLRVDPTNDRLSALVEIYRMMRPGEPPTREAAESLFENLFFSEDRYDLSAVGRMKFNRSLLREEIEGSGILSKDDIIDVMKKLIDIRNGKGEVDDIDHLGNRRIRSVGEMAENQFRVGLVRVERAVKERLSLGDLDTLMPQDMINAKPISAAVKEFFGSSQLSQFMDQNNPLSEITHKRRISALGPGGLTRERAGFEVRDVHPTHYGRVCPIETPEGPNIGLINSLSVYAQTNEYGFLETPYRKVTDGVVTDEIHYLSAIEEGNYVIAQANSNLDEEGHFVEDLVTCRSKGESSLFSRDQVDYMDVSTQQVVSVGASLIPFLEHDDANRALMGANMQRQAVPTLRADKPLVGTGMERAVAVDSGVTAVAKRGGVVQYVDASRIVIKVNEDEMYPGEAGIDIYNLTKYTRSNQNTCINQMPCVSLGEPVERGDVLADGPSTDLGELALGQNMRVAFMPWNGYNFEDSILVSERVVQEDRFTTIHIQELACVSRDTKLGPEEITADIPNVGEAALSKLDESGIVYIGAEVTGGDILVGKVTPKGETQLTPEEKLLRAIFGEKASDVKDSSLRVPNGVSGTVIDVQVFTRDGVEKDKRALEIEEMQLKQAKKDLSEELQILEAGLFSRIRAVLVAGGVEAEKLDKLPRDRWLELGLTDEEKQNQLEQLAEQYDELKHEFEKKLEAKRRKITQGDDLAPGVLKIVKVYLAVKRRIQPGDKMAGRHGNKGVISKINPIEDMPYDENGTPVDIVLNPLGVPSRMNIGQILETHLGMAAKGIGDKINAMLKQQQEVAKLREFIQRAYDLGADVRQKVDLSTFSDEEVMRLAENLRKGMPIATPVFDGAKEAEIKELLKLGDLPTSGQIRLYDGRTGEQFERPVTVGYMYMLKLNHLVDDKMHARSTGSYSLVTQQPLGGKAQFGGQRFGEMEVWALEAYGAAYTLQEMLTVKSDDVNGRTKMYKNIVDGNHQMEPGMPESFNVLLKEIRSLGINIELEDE
RORa activator – activators of orphan receptor RORA, primary screen, cell-based, luminescence. activation, % at 10 µM. CHO-K1 Gal4-RORA LBD luciferase reporter; percent increase over mock-subtracted basal signal. 65,000 tested, 1.5% active;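 active = activation above the mean of all tested compounds plus 3 SD, cut at about 49% in these data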;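 note: 0% = DMSO-treated RORA cells and 100% = added signal equal to DMSO minus mock-transfected cells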
PKA inh – inhibitors of human PKA kinase activity, primary screen, biochemical, ATP-depletion luminescence, Kemptide substrate; 65,000 tested, 0.1% active; PKA Kemptide phosphorylation, Kinase-Glo ATP luminescence; inhibition, % at 6 µM; AID 524, 2006;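 active = inhibition above the screen-wide mean inhibition plus 3 SD, cut at about 21% in these data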; note: many of its hits are not listed in these tables
CatB inh – human cathepsin B inhibitors, primary screen, biochemical, fluorogenic substrate; purified cathepsin B, fluorescence; P07858; 63,000 tested, 0.1% active; inhibition, %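 (tested at 10 µM)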; in the data active = inhibition above about 21%;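 note: 0% = enzyme with no compound and 100% = no enzyme blank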
ROCK2 blocker – inhibitors of human ROCK2 kinase, primary screen, biochemical, high-throughput, luminescence; Rho-associated protein kinase 2 (Homo sapiens), O75116; purified ROCK2, Kinase-Glo ATP depletion luminescence; inhibition, % at 6 µM; 60,000 tested, 0.35% active; AID 604, 2007;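 active = inhibition above the screen-wide mean inhibition plus 3 SD, cut at about 18% in these data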;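 note: plate controls were DMSO wells for no effect and Y-27632 control wells after no-enzyme background subtraction for full effect; many of its hits are not listed in these tables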
Starred values were filed as active, the others as inactive; / = not tested or not shown. A portion of the library; rates above refer to the full screens.

SMILES	AP ELISA ortho	JNK3 inh	CatS block	CatB mixtures	Ec RNAP inh	RORa activator	PKA inh	CatB inh	ROCK2 blocker
COc1ccc(-c2c(C#N)c(SCc3c(C)noc3C)nc3c2C(=O)CC(C)(C)C3)cc1	15.1	/	-1.8	0.8	5.5	-9.0	8.0	-8.1	/
CN1CCN(S(=O)(=O)c2ccc(NC(=O)Nc3cccc(Cl)c3)cc2)CC1	-1.5	0.7	9.6	-7.4	9.0	13.2	1.4	0.9	-7.6
[O-][N+]1=C2CCC/C(=N\O)C2=NC12CCCCC2	/	4.7	/	/	/	-10.9	4.3	/	4.7
CN(c1ccc(C(=O)NCc2ccccc2)cc1)S(C)(=O)=O	13.0	-0.8	4.6	6.0	7.5	3.9	3.8	-1.0	6.0
CC1CCCN(c2nc3c(c(=O)[nH]c(=O)n3C)n2CCCc2ccccc2)C1 (stereo not given)	5.2	/	12.6	2.4	6.1	/	/	8.9	/
Cc1ccc(-n2nc3cc(Cl)c(NC(=O)c4ccco4)cc3n2)cc1	2.1	-13.8	-8.3	-1.1	9.3	45.0	-1.7	1.8	2.4
O=C(CCn1c(=O)oc2ccccc21)N1CCOCC1	-3.0	-3.5	10.0	-3.8	5.9	9.3	5.9	5.2	6.5
NC(=O)CSc1nnc(-c2ccc(S(=O)(=O)N3CCCC3)cc2)n1CC1CCCO1 (stereo not given)	-5.4	2.7	7.8	-0.5	2.6	-20.7	8.9	-0.1	3.9
C=CCn1c(C)cc(C(=O)COc2ncnc3sccc23)c1C	7.8	-3.5	-4.7	2.7	-0.7	-35.6	5.5	0.0	11.5
CCN(CC)S(=O)(=O)c1ccc(C(=O)NCC(c2cccs2)N2CCOCC2)cc1 (stereo not given)	3.2	/	10.8	0.5	8.9	3.9	4.0	2.1	/
O=C(CCS(=O)(=O)c1cccs1)Nc1ccc(C(=O)NCc2cccs2)cc1	0.3	-0.3	-3.9	-1.8	-9.4	-0.6	2.9	0.7	1.4
CC(C(=O)N1CCCCC1)n1ncn2cccc2c1=O (stereo not given)	-1.2	6.4	1.7	2.4	12.2	23.7	-1.4	0.7	1.4
COCCNC(=O)COC(=O)c1nsc(Cl)c1Cl	4.1	7.8	1.0	-4.2	2.0	-8.5	9.9	1.7	5.3
C=CCNC(=O)c1cnc2n(c1=O)CCS2	12.4	-0.7	6.5	-0.5	5.8	-11.6	-4.5	4.0	-0.5
CCOc1ccc(S(=O)(=O)N2CCN(C(=O)c3cccn3C)CC2)cc1	4.1	-1.3	4.8	2.6	11.4	-17.7	1.6	1.4	5.2
CCOC(=O)N1CCN(c2c(N3CCOCC3)c(=O)c2=O)CC1	7.5	-4.3	4.5	2.2	6.1	11.3	6.8	4.4	4.5
O=C(Nc1ccc(Br)cc1F)c1sccc1-n1cccc1	-3.1	/	6.3	3.0	5.8	-11.0	9.3	2.5	/
c1ccc(C2CC(c3ccccc3)n3ncnc3N2)cc1 (stereo not given)	4.1	-3.0	22.4	7.7	3.9	-10.0	-2.1	5.4	-0.2
O=C1CC(C(=O)Nc2ccccc2)C2(CCCC2)O1 (stereo not given)	-3.0	/	7.9	1.5	8.1	2.8	-0.3	5.6	/
Cc1ccc(C(c2sc3nc(C)nn3c2O)N2CCN(CCO)CC2)cc1 (stereo not given)	15.5	2.5	-4.8	2.3	0.1	-3.2	0.7	-4.0	4.2
COc1cc(Cl)ccc1S(=O)(=O)n1nc(C)cc1C	7.1	-0.7	-2.9	4.0	5.5	-10.5	6.2	2.8	4.7
CCCCC(=O)Nc1ccc(C(=O)N2CCN(C)CC2)cc1	15.5	0.7	-0.9	3.2	4.8	3.8	-2.6	3.6	0.2
CC(C)OCCCn1c(-c2ccco2)nc2nc3ccccc3nc21	12.0	-3.8	-19.1	-13.9	-19.0	-6.5	-0.3	-20.6	-0.6
CC(=O)N=c1cccc(NC(C)=O)n1O	12.2	-3.8	0.9	0.2	3.2	-24.9	-2.7	-4.2	-2.4
COC(=O)Cn1c(=O)c2c(nc(Br)n2CC(=O)OC)n(C)c1=O	7.1	4.0	-2.8	3.8	7.2	-6.6	-2.6	4.0	5.1
O=C(c1cccc2cccc(O)c12)N1CCCCC1	12.3	2.7	-21.5	-7.4	-4.6	-10.2	0.9	-2.7	1.4
Cc1cc(C)n(CCn2nc(C)cc2C)n1	0.5	4.1	-3.4	0.2	7.3	12.2	6.4	-1.3	3.1
CCCCCOC(=O)C1=C(C)NC(=O)NC1c1ccccc1OCC (stereo not given)	14.4	1.2	0.3	4.5	3.3	-7.3	-4.0	-3.0	-2.5
CCCCN(C(=O)NC(=O)Nc1nc2ccc(OC)cc2s1)S(C)(=O)=O	10.7	/	0.3	3.1	9.9	-3.6	3.2	3.5	/
O=C(c1ccccn1)N1CCN(c2ccc(C(F)(F)F)cn2)CC1	17.9	/	-7.5	-3.6	-5.0	-7.4	-4.4	-1.6	/

Laid out differently: 3 of the compounds above.
compound: COC(=O)Cn1c(=O)c2c(nc(Br)n2CC(=O)OC)n(C)c1=O
  AP ELISA ortho: 7.1
  JNK3 inh: 4.0
  CatS block: -2.8
  CatB mixtures: 3.8
  Ec RNAP inh: 7.2
  RORa activator: -6.6
  PKA inh: -2.6
  CatB inh: 4.0
  ROCK2 blocker: 5.1
compound: O=C(c1cccc2cccc(O)c12)N1CCCCC1
  AP ELISA ortho: 12.3
  JNK3 inh: 2.7
  CatS block: -21.5
  CatB mixtures: -7.4
  Ec RNAP inh: -4.6
  RORa activator: -10.2
  PKA inh: 0.9
  CatB inh: -2.7
  ROCK2 blocker: 1.4
compound: Cc1cc(C)n(CCn2nc(C)cc2C)n1
  AP ELISA ortho: 0.5
  JNK3 inh: 4.1
  CatS block: -3.4
  CatB mixtures: 0.2
  Ec RNAP inh: 7.3
  RORa activator: 12.2
  PKA inh: 6.4
  CatB inh: -1.3
  ROCK2 blocker: 3.1

New compounds follow.
SMILES	AP ELISA ortho	JNK3 inh	CatS block	CatB mixtures	Ec RNAP inh	RORa activator	PKA inh	CatB inh	ROCK2 blocker
O=C(Cn1ncn2c(cc3ccccc32)c1=O)NCCC1=CCCCC1	-4.4	-1.2	11.4	-0.2	12.1	-2.8	6.7	5.5	2.6
c1coc(CNc2nc3ccccc3n2CCN2CCOCC2)c1	7.4	3.3	-3.4	0.2	3.4	5.2	11.8	0.8	9.3
COc1ccc2c(c1)c(C(O)CN1CCC3(CC1)OCCO3)c(C)n2C (stereo not given)	6.5	-4.5	-3.0	-3.4	5.2	9.2	7.7	4.6	0.0
COc1ccc(S(=O)(=O)N2CCCC(C(=O)NCCC3=CCCCC3)C2)cc1 (stereo not given)	5.3	2.0	-12.1	-1.1	3.4	-8.7	5.7	2.7	2.6
O=C(CN(Cc1cccs1)C(=O)CN1C(=O)COc2ccccc21)NCc1ccco1	4.7	-4.2	-13.7	-5.6	6.6	1.1	10.4	-3.1	-1.5
COc1ccc(CCN(C)C(=O)CSc2nccn2C)cc1OC	-0.8	0.0	7.7	1.1	5.7	1.4	6.6	4.2	5.7
Cc1nnc2ccc(N3CCCC3)nn12	3.0	0.6	-9.4	-4.8	0.6	-1.7	10.5	-0.9	7.5
O=C(CNC1=NCCC1)c1ccc2c(c1)OCCO2	-1.5	-8.2	9.1	0.1	2.5	-16.4	6.0	0.7	12.0
CN1CCN(S(=O)(=O)c2ccc(-c3noc(C4CCN(S(C)(=O)=O)CC4)n3)cc2)CC1	-28.3	-0.5	7.5	5.2	1.2	11.6	4.6	8.2	-4.5
CCOC(=O)CC1=C(C(=O)OCC)C(c2ccc(OC)cc2OC)C(C#N)=C(N)O1 (stereo not given)	21.1	0.6	-6.2	2.9	-0.4	-1.9	-0.1	-3.7	-0.6
CC1C=CCC2C(=O)N(c3cccc(C(=O)N4CCCCCC4)c3)C(=O)C12 (stereo not given)	19.0	0.3	-4.8	4.1	4.9	-22.4	4.8	-0.5	9.8
CCN(CC)S(=O)(=O)c1cccc(S(=O)(=O)c2cccc(S(=O)(=O)N(CC)CC)c2)c1	-0.6	9.8	20.3	7.6	8.3	-1.7	5.1	4.8	1.9
O=C(CN1CCN(C(=O)N2CCOCC2)CC1)Nc1ccc(Br)cc1	11.7	-5.3	9.3	4.6	9.6	5.5	-3.7	1.9	3.5
CCc1nc(NCCCN2CCOCC2)c2oc3ccccc3c2n1	-5.7	3.1	-2.6	-9.9	6.4	-9.1	3.5	0.1	4.0
O=C(NCCc1c[nH]c2ccccc12)c1ccc(S(=O)(=O)NCc2ccco2)cc1	9.6	/	2.1	-6.5	7.3	6.7	2.6	4.4	/
CCSc1nnc(NC(=O)c2csc3c2CCC(C)C3)s1 (stereo not given)	11.9	-9.5	-6.7	-8.3	7.9	-13.0	3.8	1.0	2.1
N#Cc1ccccc1NC(=O)COC(=O)c1ccc2c(c1)OCCO2	6.6	-1.4	-25.8	-14.4	3.7	-13.6	-6.9	1.3	-6.2
COc1cc(C(=O)N2CCCN(c3nc4cc(C)ccc4cc3C#N)CC2)cc(OC)c1OC	/	0.0	/	/	/	14.0	-0.6	/	0.1
Cc1ccc(S(=O)(=O)c2c(N)n(Cc3ccco3)c3nc4ccccc4nc23)cc1	-4.5	/	6.2	-3.9	0.4	7.2	6.8	-2.1	/
Cc1cc(C)nc(SCC(=O)Nc2ccc(S(=O)(=O)Nc3nccs3)cc2)n1	8.7	2.1	-2.2	7.1	6.1	2.2	7.3	-2.4	1.8
Cc1ccc(S(=O)(=O)N(C)Cc2nc(-c3ccc(Br)cc3)no2)cc1	13.0	-4.8	-4.7	0.1	5.0	-8.8	3.1	2.0	5.1
COc1ccc(C(=O)Cn2c(N3CCOCC3)nc3ccccc32)cc1OC	9.5	0.5	-10.3	0.8	5.4	-19.4	8.1	-0.5	6.6
O=C1CC(c2cccs2)c2cc3c(cc2N1)OCCO3 (stereo not given)	12.2	-1.3	10.4	5.1	10.7	3.5	4.6	0.3	4.9
CC(C(=O)NCC1CCCO1)N(C(=O)c1snc(C(N)=O)c1N)c1cccc(F)c1 (stereo not given)	-18.2	-4.6	12.0	1.2	-0.7	-11.5	6.7	9.1	-0.4
